# Compound activity: PubChem, several laboratories
# TLR9-MyD88 inh: inhibitors of human TLR9-MyD88 binding; Q9NR96+Q99836; CHO BLA complementation TLR9-MyD88, CCF4 FRET ratio; inhibition, % at 4.98 µM; actives 0.21% (n = 340,000); AID 504734;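 active = inhibition above the mean over all tested compounds plus 3 SD, cut at about 21% in these data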;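 note: 0% = DMSO only wells and 100% = clavulanate BLA inhibitor control wells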
# SRC1 inh: human NCOA1 inhibition; inhibition, % at 3.6 µM; HEK293 GAL4-SRC1 luciferase reporter, luminescence; actives 0.12% (n = 360,000);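 active = inhibition above the campaign mean plus 3 SD, with each screening campaign given its own cutoff, cut at about 60% in these data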;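 note: 0% = DMSO treated cells and 100% = gossypol at 36 µM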
# NCOA3 inh: human NCOA3 inhibition. actives 0.17% (n = 360,000). HEK293 GAL4-SRC3 luciferase reporter, luminescence. inhibition, % at 3.6 µM. AID 588352;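 active = inhibition above a per-campaign cutoff, the mean of all compounds plus 3 SD, cut at about 60% in these data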;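 note: 0% = DMSO-treated cells and 100% = gossypol-treated cells at 36 µM; higher means less SRC3-driven luciferase light from the GAL4 reporter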
# NR5A2 inv ag: NR5A2 inverse agonism in reporter assay. inhibition, % at 3.6 µM. HEK293T StAR-luciferase reporter, LRH-1 transfected, 24 h. AID 602396. actives 0.13% (n = 360,000);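 active = inhibition above the mean inhibition of all tested compounds plus 3 SD, cut at about 73% in these data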;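 note: 0% = DMSO wells and 100% = reporter-only cells lacking LRH-1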
# LMP1 NFkB inh: Epstein-Barr LMP1 NF-kappaB reporter inhibition; inhibition, % at 12.5 µM; LMP1-induced NF-kappaB luciferase reporter cells, luminescence; actives 0.69% (n = 350,000); in the data active = inhibition above about 41%; inconclusive = no clear call, values can overlap the other calls;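 note: 0% = neutral control wells and 100% = reference inhibitor control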
# NR2F2 inh: NR2F2 (human) inhibition, primary screen | P24468 | HEK293T NGFI-A luciferase reporter, luminescence | inhibition, % at 8.6 µM | actives 0.7% (n = 370,000);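 active = inhibition above a per-plate cutoff, mean inhibition of test wells between control levels plus 3 SD, cut at about 38% in these data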;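 note: cells cotransfected with COUP-TFII expression vector driving the NGFI-A reporter; 0% = median of COUP-TF2 test wells and 100% = reporter-only cells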
# NCOA2 inhibitor: inhibits human steroid receptor coactivator 2; HEK293 GAL4-SRC2 luciferase reporter, luminescence; inhibition, % at 9 µM; actives 0.17% (n = 370,000); AID 651957;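 active = inhibition above the mean inhibition of all tested compounds plus 3 SD, set per campaign, cut at about 52% in these data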;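 note: 0% = DMSO treated cells and 100% = cells given Gossypol at 36 µM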
# Target sequence (Q15596 whole entry, looked up, the tested form may be a part): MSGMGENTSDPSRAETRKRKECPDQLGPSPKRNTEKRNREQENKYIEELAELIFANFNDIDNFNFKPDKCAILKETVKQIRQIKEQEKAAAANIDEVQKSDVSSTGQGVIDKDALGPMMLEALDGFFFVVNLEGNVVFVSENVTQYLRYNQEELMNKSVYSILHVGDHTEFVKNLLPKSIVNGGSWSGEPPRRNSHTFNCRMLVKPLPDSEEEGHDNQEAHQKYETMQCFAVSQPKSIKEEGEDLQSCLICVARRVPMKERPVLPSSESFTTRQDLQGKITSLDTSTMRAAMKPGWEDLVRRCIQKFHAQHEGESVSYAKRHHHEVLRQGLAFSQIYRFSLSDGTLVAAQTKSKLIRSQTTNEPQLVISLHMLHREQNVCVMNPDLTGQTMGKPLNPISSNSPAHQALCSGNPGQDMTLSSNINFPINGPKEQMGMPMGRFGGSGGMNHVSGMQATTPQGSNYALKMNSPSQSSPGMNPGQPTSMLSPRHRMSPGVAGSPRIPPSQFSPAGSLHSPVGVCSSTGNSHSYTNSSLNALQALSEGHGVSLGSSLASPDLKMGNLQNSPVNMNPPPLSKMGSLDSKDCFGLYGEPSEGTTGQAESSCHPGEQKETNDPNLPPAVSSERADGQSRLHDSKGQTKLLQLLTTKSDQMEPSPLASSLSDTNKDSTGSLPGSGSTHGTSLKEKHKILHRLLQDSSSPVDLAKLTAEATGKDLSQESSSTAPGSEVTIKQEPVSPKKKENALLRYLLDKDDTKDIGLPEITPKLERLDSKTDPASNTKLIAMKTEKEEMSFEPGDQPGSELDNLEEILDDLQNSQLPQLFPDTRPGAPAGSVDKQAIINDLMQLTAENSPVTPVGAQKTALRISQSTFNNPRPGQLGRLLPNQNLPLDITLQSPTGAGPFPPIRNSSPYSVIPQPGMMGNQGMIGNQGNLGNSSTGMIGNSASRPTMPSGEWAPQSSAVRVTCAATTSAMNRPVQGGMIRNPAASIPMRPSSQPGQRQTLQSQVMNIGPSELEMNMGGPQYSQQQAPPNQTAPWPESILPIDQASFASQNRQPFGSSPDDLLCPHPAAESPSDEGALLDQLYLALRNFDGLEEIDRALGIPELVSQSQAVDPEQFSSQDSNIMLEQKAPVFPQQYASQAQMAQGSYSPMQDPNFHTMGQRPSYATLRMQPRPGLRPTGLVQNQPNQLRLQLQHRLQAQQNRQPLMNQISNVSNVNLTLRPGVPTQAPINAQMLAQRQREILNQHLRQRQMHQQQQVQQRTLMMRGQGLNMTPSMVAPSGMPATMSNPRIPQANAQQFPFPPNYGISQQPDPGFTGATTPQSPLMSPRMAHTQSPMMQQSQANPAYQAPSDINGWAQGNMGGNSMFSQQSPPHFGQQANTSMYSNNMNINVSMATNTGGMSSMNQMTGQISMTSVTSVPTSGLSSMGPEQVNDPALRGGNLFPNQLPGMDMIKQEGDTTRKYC
# NOD2 RIPK2 PPI: NOD2-RIPK2 protein interaction inhibition | inhibition, % at 4.98 µM | actives 0.38% (n = 360,000) | AID 624267 | CHO BLA complementation NOD2-RIPK2, CCF4 ratio | O43353; in the data active = inhibition above about 21%;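 note: 0% = vehicle only and 100% = reference blocker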
# Vif imaging: HIV Vif inhibition. HEK293T cells, Vif self-association by quenched fluorescence, imaging, 24 h. inhibition, % at 7.49 µM. actives 0.35% (n = 340,000). AID 602346; in the data active = inhibition above about 50%, passing the limit was not always enough; inconclusive = no clear call, values can overlap the other calls; inactive = below about 31%; note: some results filed as inactive read as strong as hits
# C8 TRAIL sens: caspase-8 TRAIL sensitization; NB7+C8 cells + TRAIL, ATPlite viability luminescence; inhibition (viability loss, TRAIL sensitization), % at 10 µM; actives 1% (n = 360,000); AID 624354;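 active = compounds causing at least 50% loss of cell viability in the single-dose screen, relative to plate controls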
# TROY signal inh: TROY signaling inhibition. inhibition, % at 10 µM. Q293 LMP1-TROYcd NF-kB luciferase reporter, 4 h. actives 0.98% (n = 360,000);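 active = compounds whose plate-normalised and pattern-corrected inhibition of the luciferase reporter signal at the single screening dose is 50% or more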
# Active calls of the source: *; ? = inconclusive; / = not tested or not shown. Not all compounds are listed, so the mix of outcomes need not match the whole.
# Every second line gives: TLR9-MyD88 inh	TROY signal inh	LMP1 NFkB inh	Vif imaging	NOD2 RIPK2 PPI	NCOA2 inhibitor	NR2F2 inh	NCOA3 inh	NR5A2 inv ag	SRC1 inh	C8 TRAIL sens
- O=C(O)CCC(=O)N1N=C(c2ccco2)CC1c1cccs1 (centres undefined)
    -7	6	-1	1	-3	10	-5	11	-4	-22	-17
- CCCCCc1cc(OC)cc2c1C(=O)OC(C)(C)O2
    -6	1	-3	/	4	-7	-7	-3	-8	6	-2
- Cn1cc(C(=O)N/N=C/C2=C(N3CCOCC3)C(=C\c3ccccc3)/CC2)ccc1=O
    2	0	7	?	2	16	-3	14	3	-16	2
- COc1ccc(OCC(=O)NNC(=O)c2nn(C)c(=O)c3ccccc23)cc1
    -4	-8	-4	1	2	-28	-11	2	-2	5	-4
- O=c1cc(Cl)[nH]c(=O)n1CCNc1ncc(C(F)(F)F)cc1Cl
    -1	-34	-1	-4	3	-28	-27	-31	-117	-79	7
- O=C(NCc1ccco1)c1cccc(S(=O)(=O)N2CCc3ccccc32)c1
    4	9	7	-12	-6	-27	11	7	5	9	-2
- CCOc1ccc(CCNC(=O)COC(=O)Cn2cnc3ccccc3c2=O)cc1OCC
    1	3	-7	8	6	-4	18	-3	-21	-1	0
- OC(c1ccc(Cl)cc1)c1nccc2ccccc12 (centres undefined)
    -2	-21	2	2	11	-3	-18	-16	4	-27	8
- O=C(CCc1ccc(S(=O)(=O)N2CCOCC2)cc1)OCC(=O)c1ccccc1F
    1	-3	-2	6	2	-13	8	-17	-3	-7	-11
- Cc1ccc(Cn2ncc3c(N4CCN(c5ccc(C)cc5)CC4)ncnc32)cc1
    4	31	31	/	-1	5	13	-11	2	-5	41
- COc1ccc(C2CC(=O)c3c([nH]c(C(=O)OC(C)C)c3C)C2)cc1OC (centres undefined)
    3	12	1	-11	-7	10	1	-8	0	-12	3
- Cc1cccc(NC(=O)CNC(=O)c2cc(S(=O)(=O)N(C)C)ccc2N2CCCC2)c1C
    -4	-3	-1	/	-11	-7	4	-12	3	5	8
- CCN(C(=O)COC(=O)c1nc(Cl)ccc1Cl)C1CCS(=O)(=O)C1 (centres undefined)
    0	-11	4	-1	-9	-17	7	0	19	13	-12
- Cc1ccc(S(=O)(=O)N(Cc2ccc([N+](=O)[O-])cc2)C(=O)N2CCN(C)CC2)cc1
    4	3	-11	6	-5	-16	-12	-3	20	3	13
- C=CCNC(=O)COC(=O)c1ccccc1C(=O)N(C)C1CCCCC1
    -3	-10	8	0	-6	-1	10	-10	13	7	1
- COc1ccc(N2CCN(CCCn3c(=S)[nH]c4ncccc4c3=O)CC2)cc1
    -11	14	4	5	-6	6	9	-26	22	-7	8
- O=NN(CCc1ccncc1)c1ccc(OCc2ccccc2)cc1
    -1	-6	1	-11	-1	27	51*	26	58	2	9
- O=C(O)c1ccc(N/N=C/c2ccc(-c3ccccc3Cl)o2)cc1
    -3	14	-64	-1	9	-62	-50	-74	-193	-95	1
- COc1ccccc1CCC(=O)NNC(=O)c1ccc(Br)cc1
    -9	-48	-8	-8	-4	-32	3	11	16	1	15
- C=CCOc1ccc(C(=O)N(Cc2ccc(N(C)C)cc2)C2CCS(=O)(=O)C2)cc1 (centres undefined)
    -8	-11	3	16	9	-8	-13	-12	-11	-9	-8

# 3 of the compounds above, field by field:
O=NN(CCc1ccncc1)c1ccc(OCc2ccccc2)cc1
  TLR9-MyD88 inh = -1
  TROY signal inh = -6
  LMP1 NFkB inh = 1
  Vif imaging = -11
  NOD2 RIPK2 PPI = -1
  NCOA2 inhibitor = 27
  NR2F2 inh = 51*
  NCOA3 inh = 26
  NR5A2 inv ag = 58
  SRC1 inh = 2
  C8 TRAIL sens = 9

O=C(O)c1ccc(N/N=C/c2ccc(-c3ccccc3Cl)o2)cc1
  TLR9-MyD88 inh = -3
  TROY signal inh = 14
  LMP1 NFkB inh = -64
  Vif imaging = -1
  NOD2 RIPK2 PPI = 9
  NCOA2 inhibitor = -62
  NR2F2 inh = -50
  NCOA3 inh = -74
  NR5A2 inv ag = -193
  SRC1 inh = -95
  C8 TRAIL sens = 1

COc1ccccc1CCC(=O)NNC(=O)c1ccc(Br)cc1
  TLR9-MyD88 inh = -9
  TROY signal inh = -48
  LMP1 NFkB inh = -8
  Vif imaging = -8
  NOD2 RIPK2 PPI = -4
  NCOA2 inhibitor = -32
  NR2F2 inh = 3
  NCOA3 inh = 11
  NR5A2 inv ag = 16
  SRC1 inh = 1
  C8 TRAIL sens = 15

# Additional records follow:
# Every second line gives: TLR9-MyD88 inh	TROY signal inh	LMP1 NFkB inh	Vif imaging	NOD2 RIPK2 PPI	NCOA2 inhibitor	NR2F2 inh	NCOA3 inh	NR5A2 inv ag	SRC1 inh	C8 TRAIL sens
- COc1ccc(C)cc1S(=O)(=O)N(CC(=O)Nc1cccc([N+](=O)[O-])c1)c1ccc(C)cc1
    -5	5	10	3	2	-6	25	17	-19	4	1
- Cc1ccc(-c2nc(CC(=O)Nc3cccc(S(=O)(=O)NC4=NCCC4)c3)cs2)cc1
    -3	-13	3	-1	-8	-14	-1	3	-28	-1	-8
- CC(C)N(C(=S)Nc1ccc(S(=O)(=O)N2CCOCC2)cc1)c1ccccc1
    /	-5	/	-9	9	1	-16	4	14	-19	12
- O=C(COC(=O)c1ccc([N+](=O)[O-])o1)Nc1ncc(Cl)cc1Cl
    -4	-16	-8	-3	-4	-29	-2	-17	22	-12	-14
- CC(C)S(=O)(=O)c1csc(NC(=O)Nc2cccc([N+](=O)[O-])c2)c1Cl
    3	19	0	-6	2	-20	-15	8	5	-4	12
- COc1ccc(NC(=S)N2CCCC2)c(OC)c1
    1	32	-7	1	4	-16	7	14	18	2	-7
- COC(=O)c1ccc(-c2nc(-c3ccc(Br)o3)no2)cc1
    2	-60	-15	2	3	-13	-16	-48	-1	-25	7
- Cc1cc(NC(=O)C2CC=CCC2C(=O)O)no1 (centres undefined)
    -1	2	-1	-6	-10	11	4	-11	9	-5	2
- CC(Cc1cccs1)NC(=O)Nc1ccc([N+](=O)[O-])cc1 (centres undefined)
    -5	-33	-14	2	-11	8	-35	-28	-49	-24	4
- Cc1ccc(S(=O)(=O)Nc2cc(C(=O)NCCN(C)C)ccc2N2CCCCC2)cc1
    -1	-5	-12	2	-1	16	-13	6	-9	11	-1
- O=C(N/C(=C\c1ccco1)C(=O)N1CCOCC1)c1ccc([N+](=O)[O-])cc1
    -3	9	-5	10	-16	-9	6	17	10	-24	-7
- COc1ccc(-c2c(C)oc3c(CN4CCOCC4)c(O)ccc3c2=O)cc1OC
    0	2	-5	7	0	11	1	-20	-5	8	-12
- O=C(CSc1nc2ccccc2s1)Nc1ccc(Cl)c(S(=O)(=O)N2CCOCC2)c1
    1	30	21	4	-8	13	35	11	-4	2	23
- CCCN1CN(Cc2ccccc2)CC2=C1CC(C)(C)CC2=O
    4	-2	-17	3	-2	2	-9	2	-3	-2	3
- O=C(N/N=C/c1cn(-c2cccs2)nc1-c1ccccc1)c1ccccc1Cl
    4	-27	-8	2	-1	-6	-30	2	-10	-19	0
- Cc1ccc(NC(=O)COC(=O)CN2C(=O)C3CCCCC3C2=O)cc1C (centres undefined)
    -4	-12	-4	25	-2	-40	-9	12	-12	-16	0
- CCOC(=O)C(NC(=O)N(C)C)(Nc1sc(C)c(CC)c1C#N)C(F)(F)F (centres undefined)
    -7	-15	4	1	-2	-3	12	29	-7	11	-9
- CC1=CC(C)(C)n2c(O)c(N=NC(N)=S)c3cc(C)cc1c32
    3	9	-13	12	2	-18	2	8	10	-12	-6
- Cc1ccc(S(=O)(=O)N2CCCCC2)cc1C(=O)NCc1ccncc1
    -5	-6	6	-1	-3	4	5	-8	-19	6	-6
- COC(=O)CNC(=O)CNC(=O)Nc1ccccc1Cl
    4	-5	-10	-2	-6	-2	2	17	5	3	-4

# 3 entries from above, sorted by the value under NCOA2 inhibitor, low to high:
SMILES	TLR9-MyD88 inh	LMP1 NFkB inh	Vif imaging	NOD2 RIPK2 PPI	NCOA2 inhibitor	NR2F2 inh	NCOA3 inh	NR5A2 inv ag	SRC1 inh
O=C(CCc1ccc(S(=O)(=O)N2CCOCC2)cc1)OCC(=O)c1ccccc1F	1	-2	6	2	-13	8	-17	-3	-7
O=C(N/C(=C\c1ccco1)C(=O)N1CCOCC1)c1ccc([N+](=O)[O-])cc1	-3	-5	10	-16	-9	6	17	10	-24
O=NN(CCc1ccncc1)c1ccc(OCc2ccccc2)cc1	-1	1	-11	-1	27	51*	26	58	2

# (next part)
# Every second line gives: TLR9-MyD88 inh	TROY signal inh	LMP1 NFkB inh	Vif imaging	NOD2 RIPK2 PPI	NCOA2 inhibitor	NR2F2 inh	NCOA3 inh	NR5A2 inv ag	SRC1 inh	C8 TRAIL sens
- Cc1cc(C)c(C(=O)CSc2n[nH]c(-c3ccncc3)n2)c(C)c1
    -11	9	8	-5	-4	-17	-3	-5	9	-3	-5
- COc1cc(CNCCCN2CCOCC2)ccc1OCC(=O)Nc1cccc(C(F)(F)F)c1
    -1	-15	-27	1	-5	0	-4	-17	4	12	8
- O=C(c1ccco1)N(Cc1cccnc1)C(c1ccccc1)c1nc2ccccc2[nH]1 (centres undefined)
    /	-42	/	16	-6	-65	-12	-42	-79	-55	-10
- O=C1COc2ccc(C(=O)COC(=O)CCOc3ccccc3)cc2N1
    2	-4	-9	-4	-8	2	21	15	6	9	7
- Cc1ccc(C)c(NC(=S)NCC(c2ccccc2)N(C)C)c1 (centres undefined)
    -3	-12	6	-5	0	-4	-20	11	8	-11	-7
- CCc1cccc(N(C(=O)c2csnn2)C(C(=O)NC2CCCCC2)c2cccnc2)c1 (centres undefined)
    -1	3	-5	-9	0	-2	16	5	-13	-26	17
- C/C(=N\NC(=O)c1nn(C)c(C)c1Br)c1cccc(NC(=O)c2ccoc2C)c1
    11	-42	0	3	-2	-36	-48	-73	-117	-136	37
- COc1cc2cncc(Cc3ccc(Cl)cc3)c2cc1OC
    -3	58*	26	-3	-3	/	/	53	23	46	7
- O=C(OCc1ccccc1)c1ccccc1
    5	-30	-10	11	-3	-15	5	5	-21	-9	-6
- O=C(CSc1nncs1)Nc1cc(-c2ccccc2)nn1-c1ccccc1
    5	3	-1	-1	3	1	-5	-1	-10	-1	-2
- CCOC(=O)c1[nH]cnc1C(=O)Nc1ccncc1
    0	21	3	-8	1	0	12	10	3	0	0
- O=C(COc1cccc2ccccc12)N/N=C/c1ccco1
    6	-4	0	4	-2	11	2	6	-4	0	1
- Cc1nc(-c2cccc(NC(=O)c3cccc(S(=O)(=O)N4CCCC4)c3)c2)cs1
    -6	1	-5	-5	0	11	20	11	11	14	10
